Screens (PubChem)
BRCA1 expr up = activators of BRCA1 expression; MCF7-BRCA1-FFLuc reporter, luminescence, 48 h; response scale: scaled: vehicle 0%, 10 µM genistein 100%; 1.1% of 380,000 active; Potency, µM (series often up to 46.1 µM), inactives show top-dose activation, most hits filed as activators; note: potency is the fitted concentration of half-maximal effect; nearly all actives have a fitted effect of over 80% in size; some results filed as inactive show a strong effect at the top dose
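Reporter cells (MCF7, BRCA1 promoter-firefly luciferase) received library compounds across a concentration series for 48 h. End-point luminescence was measured and concentration-effect curves derived after normalization.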
ELG1 DNA repair = inhibitors of ELG1-dependent DNA repair in HEK293T cells | Potency, µM (doses to about 46.1 µM), for the others: top-dose activity change, negative = inhibition, usual class: inhibitors | HEK293T ELG1-luciferase reporter, luminescence, 16 h; DNA damage induced by 5-fluorouridine | 2.3% of 330,000 active; note: potency is the fitted concentration of half-maximal effect; % is set by controls: 0 for no effect and ±100 for the full control effect; nearly all actives have a fitted effect of over 55% in size
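HEK293T cells expressing luciferase-tagged ELG1 (2,000/well) received 5-Fluorouridine plus compound or DMSO for 16 hr at 37 °C. Luciferase was read by ONE-Glo luminescence after 30 min at room temperature.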
TRPV1 ag = agonists of human vanilloid receptor 1 (TRPV1) | Q8NER1 | TRPV1-expressing cells, Fluo-8 calcium influx, agonist mode | activation, % at 8.33 µM | 0.19% of 320,000 active; in the data active = activation above about 80%; inconclusive = between about 30% and that limit; note: 0% is about no effect
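Cells expressing TRPV1 were dye-loaded with Fluo-8 and read kinetically: 10 s baseline, 3 min after compound (agonist portion), then 2 min after EC20 capsaicin (allosteric enhancer portion). Calcium-bound dye fluorescence at 480/520 nm.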
RORgamma inh = blocks mouse ROR gamma transcriptional activity | Drosophila S2 Gal4-RORgamma UAS-luciferase reporter, 20 h | P51450 | AID 2551 | 5.4% of 310,000 active | Potency, µM (doses to about 53.6 µM), for inactives: at the highest dose activity change, negative = inhibition, most hits filed as inhibitors; note: potency is the fitted concentration of half-maximal effect; % is set by controls: 0 for no effect and ±100 for the full control effect; nearly all actives have a fitted effect of over 60% in size
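Stably transfected Drosophila Schneider cells are the test system, with ROR gamma fused to Gal4 and luciferase under UAS control; luminescence is read after 20 hr of 700 uM copper sulfate induction at ambient temperature.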
NPC1 prom act = activators of NPC1 promoter. Huh7 NPC1 promoter luciferase reporter, 24 h. Potency, µM (doses to about 9.22 µM), inactives show at the top dose activation, most hits filed as activators. 2.4% of 320,000 active;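 note: potency is the fitted concentration of half-maximal effect; % of control where 0% means no effect; nearly all actives have a fitted effect of over 60% in size; reporter is driven by a mutant NPC1 promoter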
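In 1536-well qHTS, Huh7 cells harboring an NPC1 promoter–luciferase construct received compound for 24 h; activation was quantified by luminescence following luciferase reagent addition.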
p53 reactivation = restores transcriptional activity of mutant p53. 0.063% of 320,000 active. Potency, µM (series often up to 92.2 µM), without a hit: top-dose activity change, positive = activation, most hits filed as activators. AID 504706. H1299 p53-A138V BP100-luciferase reporter, luminescence, 24 h; note: potency is the fitted concentration of half-maximal effect; % of control where 0% means no effect; nearly all actives have a fitted effect of over 45% in size
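p53-null H1299 cells stably carrying temperature-sensitive p53-A138V and a BP100-luciferase reporter were pinned with compounds (4-point, 1:5 series) and held 24 hrs at 37 deg C. Luminescence was read 10 min after detection reagent.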
VP16 counter = counter-screen for ROR gamma inhibitors: Gal4-VP16 reporter; Drosophila S2 Gal4-VP16 UAS-luciferase, luminescence, 20 h; Potency, µM (doses to about 53.6 µM), for inactives: at the top dose activity, negative = inhibition, hits mostly inhibitors; 3.5% of 310,000 active;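 note: Gal4-VP16 expression switched on by copper sulfate through the metallothionein promoter; potency is the fitted concentration of half-maximal effect; % is set by controls: 0 for no effect and ±100 for the full control effect; nearly all actives have a fitted effect of over 50% in size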
Rab9 promoter act = Rab9 promoter activation | AID 485297 | Potency, µM (series often up to 9.22 µM), for the others: top-dose activation, negative = inhibition, hits mostly activators | Huh7 Rab9 promoter-luciferase reporter, luminescence, 24 h | 2.8% of 320,000 active; note: potency is the fitted concentration of half-maximal effect; % of control where 0% means no effect; nearly all actives have a fitted effect of over 60% in size
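Quantitative HTS format; Huh7 Rab9-luciferase reporter cells (1500/well) receive compound 2 h post-plating, incubate 24 h at 37 °C, then get luciferase reagent for 10 min before luminescence reading.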
Tb PFK block = inhibitors of T. brucei phosphofructokinase; T. brucei PFK, ADP-Glo luminescence; Potency, µM (doses to about 57.5 µM), without a hit: at the top dose activity, negative = inhibition, most hits filed as inhibitors; 0.17% of 330,000 active; AID 485367;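 note: potency is the fitted concentration of half-maximal effect; 0% = uninhibited 1x PFK enzyme wells and -100% = no-enzyme wells; nearly all actives have a fitted effect of over 60% in size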
Target sequence (O15648 whole entry, looked up): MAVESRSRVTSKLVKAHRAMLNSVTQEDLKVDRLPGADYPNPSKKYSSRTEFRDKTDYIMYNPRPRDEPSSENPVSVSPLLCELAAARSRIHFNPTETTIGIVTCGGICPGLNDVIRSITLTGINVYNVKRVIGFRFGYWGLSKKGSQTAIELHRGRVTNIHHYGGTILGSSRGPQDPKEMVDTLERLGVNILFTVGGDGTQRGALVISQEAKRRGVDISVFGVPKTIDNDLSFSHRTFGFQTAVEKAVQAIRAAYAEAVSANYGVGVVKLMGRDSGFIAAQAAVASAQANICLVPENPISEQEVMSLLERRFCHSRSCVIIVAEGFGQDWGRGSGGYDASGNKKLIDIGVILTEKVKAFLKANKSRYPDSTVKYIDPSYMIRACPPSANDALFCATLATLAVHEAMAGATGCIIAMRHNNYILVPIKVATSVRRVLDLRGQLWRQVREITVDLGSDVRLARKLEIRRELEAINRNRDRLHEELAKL
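ADP-Glo luminescence quantified ADP after 45 min at room temperature, with 1.25 nM T. brucei PFK, 0.1 mM ATP and 0.5 mM fructose-6-phosphate in pH 8.0 TEA buffer. qHTS titrations up to 57 µM; curves classified by quality.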
ELG1 genotoxic = genotoxicity induction in ELG1-luciferase HEK293T cells | HEK293T ELG1-luciferase reporter, luminescence, 16 h | Potency, µM (titrated, usually from 46 µM), for inactives: top-dose activity change, positive = activation, actives largely listed as activators | 1.3% of 330,000 active; note: potency is the fitted concentration of half-maximal effect; % of control where 0% means no effect; nearly all actives have a fitted effect of over 60% in size
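HEK293T cells expressing luciferase-tagged ELG1 were exposed to compound or DMSO vehicle for 16 hr at 37 °C and 5% CO2. Luciferase activity was then measured with ONE-Glo after 30 min at room temperature.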
FLuc modulator = firefly luciferase modulation, counter-screen for miR-21 project; AID 588342; Potency, µM (highest dose often 57.5 µM), without a hit: at the top dose activity change, negative = inhibition, usual class: inhibitors; 6.9% of 360,000 active; purified FLuc, Km substrates, luminescence inhibition;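 note: potency is the fitted concentration of half-maximal effect; plate controls were vehicle for no effect and reference inhibitor for full effect; nearly all actives have a fitted effect of over 55% in size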
Target sequence (P08659 whole entry, looked up): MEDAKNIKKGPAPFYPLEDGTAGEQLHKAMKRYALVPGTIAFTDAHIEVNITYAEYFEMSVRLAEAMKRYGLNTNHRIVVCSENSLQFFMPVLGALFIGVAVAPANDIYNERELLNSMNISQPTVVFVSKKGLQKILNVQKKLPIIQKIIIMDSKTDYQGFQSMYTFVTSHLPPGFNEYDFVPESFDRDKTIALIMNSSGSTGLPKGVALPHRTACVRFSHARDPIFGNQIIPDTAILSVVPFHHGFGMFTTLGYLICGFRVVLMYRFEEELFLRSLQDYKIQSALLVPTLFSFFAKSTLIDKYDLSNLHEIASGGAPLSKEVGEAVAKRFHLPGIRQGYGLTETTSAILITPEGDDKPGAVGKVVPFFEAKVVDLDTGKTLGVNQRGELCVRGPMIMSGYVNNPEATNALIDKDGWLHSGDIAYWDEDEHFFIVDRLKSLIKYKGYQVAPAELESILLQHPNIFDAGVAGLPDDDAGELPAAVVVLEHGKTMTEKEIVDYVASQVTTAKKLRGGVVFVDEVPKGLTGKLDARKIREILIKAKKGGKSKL
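Biochemical qHTS of compounds, final roughly 60 µM downward over six points, against 10 nM purified firefly luciferase using Km concentrations of substrates (10 uM D-luciferin, 10 uM ATP) in Tris acetate pH 7.5 buffer; luminescence output.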
Numbers without * were called inactive; ? = inconclusive; . = no result given; & = joins results of further samples; [ ] = another dose, or the depositor's remark. Unless noted, calls come from the whole dose curve; as a rule, active = well fitted curve in the direction sought with a large enough effect; inconclusive = small, poorly fitted or top-dose-only effect, or another doubt; inactive = no such curve, though single readings can be large; an effect the other way counts as inactive or inconclusive. Rows were taken by chance; any-hit rate near 15%.

SMILES | BRCA1 expr up | ELG1 DNA repair | TRPV1 ag | RORgamma inh | NPC1 prom act | p53 reactivation | VP16 counter | Rab9 promoter act | Tb PFK block | ELG1 genotoxic | FLuc modulator
O=C(CCl)Nc1cccc(Oc2cnccn2)c1 | -66% | ? | 4 | ? | -15% | -14% | ? | -9% | 0% | -14% | -7%
COc1ccc(Cc2[nH]n3c(=O)cc(C)nc3c2-c2ccccc2)cc1 | 0% | ? | 2 | 11µM* | 1% | -3% | ? | -10% | 5% | -11% | -5%
O=C(NC1CCCCC1)C(c1ccccc1)N(C(=O)Cc1ccsc1)c1ccccc1 (stereo not given) | 5% | 0% | 15 | -3% | 0% | 5% | 4% | 1% | 8% | -2% | -1%
COc1ccc(NC(=O)Nc2nc(C)cc(C)n2)c(OC)c1 | -39% | ? | 2 | -1% | -5% | -4% | -6% | -9% | -3% | -12% | 2%
NS(=O)(=O)c1cccc(NC(=O)COC(=O)/C=C/c2ccco2)c1 | -9% | -1% | -2 | 41% | -1% | 7% | -12% | -2% | 0% | -1% | -5%
N#C/C(=C(/O)C(Cl)(Cl)Cl)c1nc2ccccc2[nH]1 | -13% | -15% | 2 | ? | 1% | 2% | ? | 4% | 0% | -7% | ?
Cc1ccc(C)c(S(=O)(=O)Nc2ccc(S(=O)(=O)Nc3ncccn3)cc2)c1 | 1% | 2% | 0 | . | 0% | -1% | . | 0% | 0% | 1% | 0%
CC(C)c1ccc(NC2CCCN(C(=O)CSc3nncn3C)C2)cc1 (stereo not given) | -2% | 12% | 26 | -3% | 2% | -12% | 6% | 0% | -2% | 1% | 0%
COc1ccc(-c2cc(CCCC(=O)NCc3ccccn3)no2)cc1 | -18% | ? | . | ? | 13% | 8% | -25% | 12% | 4% | 10% | 8.5µM*
COc1ccc(CCNC(=O)COC(=O)/C=C/c2cc(OC)ccc2OC)cc1 | -4% | ? | . | . | . | -5% | . | . | 0% | 1% | .
CCOC(=O)C1CCCN(Cc2cc(=O)oc3cc(C)c(C)cc23)C1 (stereo not given) | 24% | 23% | 26 | 2% | -4% | 3% | -2% | 1% | -1% | 0% | ?
COc1cc(C(=O)Nc2nnc(C3CC3)s2)ccc1OCc1c(C)noc1C | -25% | 13% | 0 | -34% | -2% | 1% | -14% | -2% | 3% | -2% | 3%
CC1CCC(NS(=O)(=O)c2ccc(Cl)s2)CC1 (stereo not given) | -28% | 6% | 21 | . | 0% | 5% | . | -2% | -5% | -1% | 0%
COc1cccc(NC(=O)CN(c2ccc3c(c2)OCO3)S(C)(=O)=O)c1 | -1% | 10% | 0 | 26% | -2% | -5% | -1% | 0% | 0% | 0% | 5%
CCC(C)(C)C1CCC2(CC1)NC(=O)N(CC(=O)N(C)CC(=O)Nc1ccccc1C(F)(F)F)C2=O (stereo not given) | -52% | -2% | -8 | 25% | 17% | 7% | -10% | ? | 1% | 2% | ?

Sorted by value in TRPV1 ag (rising): some entries from above.
| SMILES | TRPV1 ag |
| --- | --- |
| COc1cccc(NC(=O)CN(c2ccc3c(c2)OCO3)S(C)(=O)=O)c1 | 0 |
| COc1ccc(Cc2[nH]n3c(=O)cc(C)nc3c2-c2ccccc2)cc1 | 2 |
| O=C(CCl)Nc1cccc(Oc2cnccn2)c1 | 4 |

Remaining list, next part.
SMILES | BRCA1 expr up | ELG1 DNA repair | TRPV1 ag | RORgamma inh | NPC1 prom act | p53 reactivation | VP16 counter | Rab9 promoter act | Tb PFK block | ELG1 genotoxic | FLuc modulator
CCS(=O)(=O)c1ccc(C(=O)NC2CC2)c(Cl)c1Cl | -3% | 2% | 3 | -9% | -3% | -3% | -2% | -1% | 3% | 0% | -2%
CCC(C(=O)NCCN1CCOCC1)n1c2ccccc2c2nc(=O)cc(C)n21 (stereo not given) | 4% | 15% | 1 | -23% | -4% | 4% | 0% | -2% | 15% | 3% | 2%
COCCNC(=O)c1c(N)n(/N=C/c2ccc(F)cc2)c2nc3ccccc3nc12 | 5% | 0% | -1 | 19% | -6% | -1% | -2% | 1% | -2% | -8% | 0%
Cn1c(-c2ccccc2)c[n+]2c1-c1ccccc1C2 | -24% | 9% | -1 | 41% | -34%[inhibitor] | 11% | -11% | -32%[inhibitor] | 10% | -3% | -18%
COc1ccc(C)cc1N/C(N)=N/c1nc(C)cc(C)n1 | -37% | ? | 1 | 31% | -5% | 6% | 27% | -1% | 0% | -1% | -1%
CO[C@H]1C=CO[C@@]2(C)Oc3c(C)c(O)c4c(O)c(c(C=NN5CCN(C6CCCC6)CC5)c(O)c4c3C2=O)NC(=O)C(C)=CC=C[C@H](C)[C@H](O)[C@@H](C)[C@@H](O)[C@@H](C)[C@H](OC(C)=O)[C@@H]1C | . | . | -2 | -7% | -5% | . | -7% | -8% | -7% | . | -4%
CC1(C)OC(=O)C(=CNCC(O)c2ccccc2)C(=O)O1 (stereo not given) | 20% | 13% | -3 | -8% | -3% | 1% | 0% | -2% | 2% | -1% | -9%
COc1ccc(COn2nnc3ccc(S(=O)(=O)N4CCOCC4)cc32)cc1F | 12% | 20% | ? | . | -2% | -8% | . | 0% | -1% | 0% | 2%
O=C(/C=C/c1ccc(Br)cc1)c1ccc(NC(=O)c2ccco2)cc1 | 29%&0% | ? | 8 | -2% | 1% | ? | -19% | 11% | -9% | 1% | ?
COc1ccc(NC(=O)c2sc(NC(=O)C3CC3)nc2C)cc1 | -2% | -6% | 2 | 22% | -1% | . | 1% | 2% | -9% | 3% | -12%
COc1ccc(CNC(=O)c2cccc(N(C)C)c2)cc1 | 24% | 19% | 6 | 14% | 6% | 5% | 0% | -2% | -2% | 11% | -4%
Cc1cc(C)n2nc(C(=O)OCC(=O)N(CC(C)C)CC(C)C)nc2n1 | -10% | 8% | -3 | 16% | -2% | 10% | 16% | 3% | -6% | 0% | 1%
O=C(Nc1nnc(C2CC2)o1)c1ccc(S(=O)(=O)N2CCCCC2)cc1 | -12% | 17% | -2 | 0.89µM* | -1% | 6% | 0.56µM* | -3% | 1% | -13% | 1%
Clc1ccc(/C=N/N2CCN(Cc3ccccc3Cl)CC2)cc1 | 34% | -1% | 2 | 34% | -2% | -3% | -7% | -2% | 3% | -5% | -12%
CC1CCC(NC(=O)CSc2nnnn2C)CC1 (stereo not given) | 2% | ? | 1 | . | 7% | 25% | . | 2% | 1% | 2% | -2%
CCOC(=O)c1ccc(S(=O)(=O)N2CCNCC2)cc1 | 8% | 6% | 5 | 7% | 3% | -2% | 5% | -3% | -2% | -1% | 1%
NS(=O)(=O)c1cccc(NC(=O)CN2CCC(Cc3ccccc3)CC2)c1 | -20% | -11% | 14 | -29% | -5% | -1% | 5% | 0% | 1% | -4% | -3%
Cn1nc(C(=O)Nc2sccc2C(N)=O)ccc1=O | 0% | -20% | 2 | 5% | -1% | 2% | -15% | -5% | -2% | 0% | -2%
O=C(NCC1CCCO1)c1cn(Cc2ccccc2Cl)nc1-c1ccccc1 (stereo not given) | -4% | 0% | 12 | . | -1% | -7% | . | 2% | -4% | -1% | 1%
CCOC(=O)c1cc2c(=O)n3ccccc3nc2n(Cc2ccco2)c1=NC(=O)c1ccccc1OCC | -12% | ? | 4 | 8% | 0% | -3% | -10% | 2% | -2% | -17% | -1%
O=C1/C(=C/c2cccs2)SC(=S)N1CCCC(=O)N(CCO)c1ccccc1 | -79% | ? | 4 | 0% | 1% | 19% | ? | -1% | -3% | -5% | 1%

Some entries already given, reduced to BRCA1 expr up and p53 reactivation.
SMILES	BRCA1 expr up	p53 reactivation
CCOC(=O)c1cc2c(=O)n3ccccc3nc2n(Cc2ccco2)c1=NC(=O)c1ccccc1OCC	-12%	-3%
O=C1/C(=C/c2cccs2)SC(=S)N1CCCC(=O)N(CCO)c1ccccc1	-79%	19%

Some values from the results shown.
CCOC(=O)c1ccc(S(=O)(=O)N2CCNCC2)cc1 in p53 reactivation = -2%
Cn1nc(C(=O)Nc2sccc2C(N)=O)ccc1=O in FLuc modulator = -2%
NS(=O)(=O)c1cccc(NC(=O)CN2CCC(Cc3ccccc3)CC2)c1 in ELG1 DNA repair = -11%
